# High-throughput results from PubChem BioAssay.
# MsrA act: bovine methionine sulfoxide reductase A activation | purified bovine MsrA, absorbance read-out | AID 602163 | 360,000 compounds, 0.3% hits | activation, % at 10.6 µM; in the data active = activation above about 7.5%;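 also: 0% = vehicle and 100% = reference activator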
# SUMO1-SIM PPI: modulators of human SUMO1-mediated protein-protein interactions | P63165 | SUMO1 binding to a labelled peptide, TR-FRET, 1 h | inhibition, % at 20 µM | 360,000 compounds, 0.33% hits | AID 602429; in the data active = inhibition above about 37%
# Target sequence (P63165 whole entry, looked up): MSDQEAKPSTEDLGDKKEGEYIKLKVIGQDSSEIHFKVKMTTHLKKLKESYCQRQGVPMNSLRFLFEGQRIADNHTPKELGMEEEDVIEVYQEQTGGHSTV
# Scp-1 inhibitor: inhibitors of human Scp-1 phosphatase. Q9GZU7. Recombinant Scp1, phosphopeptide, malachite green phosphate absorbance. inhibition, % at 20 µM. 340,000 compounds, 0.88% hits. AID 493091;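 active = inhibition above about 50% at 20 µM, limit read from the data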;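 also: plate controls were DMSO wells with enzyme for no effect and wells lacking enzyme for full effect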
# Target sequence (Q9GZU7 76-261 limits assumed): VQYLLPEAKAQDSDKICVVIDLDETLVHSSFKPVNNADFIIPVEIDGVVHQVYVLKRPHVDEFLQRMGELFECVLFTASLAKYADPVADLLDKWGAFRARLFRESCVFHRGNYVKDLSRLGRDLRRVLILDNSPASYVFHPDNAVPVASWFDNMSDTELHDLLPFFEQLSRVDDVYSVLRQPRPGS
#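 Material: truncated SCP-1 phosphatase (76-261aa) / Buffer or medium: 50 mM Tris acetate pH 5.5, 0.005% Tween-20, 10 mM MgCl2 / Compound dosing: one concentration, 20 µM, with 1.0% DMSO / Incubation: 45 min room-temperature reaction, 5 min colour, 30 min stabiliser / Detection: colorimetric free-phosphate detection, absorbance 630 nm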
# LMPTP inh: LMPTP (human) inhibition; P24666; recombinant LMPTP-A, OMFP fluorogenic substrate, fluorescence intensity; inhibition, % at 20 µM; 360,000 compounds, 0.22% hits;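 active = compounds that cut the enzyme signal by at least half of the control window in the single-dose screen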;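 also: plate controls were DMSO wells with enzyme plus substrate for no effect and substrate without enzyme for full effect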
# Target sequence (P24666 whole entry, looked up): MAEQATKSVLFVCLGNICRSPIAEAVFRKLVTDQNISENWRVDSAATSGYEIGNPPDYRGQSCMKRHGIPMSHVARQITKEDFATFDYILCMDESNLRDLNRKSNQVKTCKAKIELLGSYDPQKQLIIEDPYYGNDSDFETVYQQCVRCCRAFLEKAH
#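 Test system – LMPTP-A enzyme · Amount – LMPTP-A at 0.625 nM final in the reaction · Buffer or medium – Bis-Tris pH 6.0, DTT, detergent · Reagent – OMFP 400 µM · Doses – single 20 µM dose · Schedule – reaction 50 min, room temperature, dark · Detection – fluorescence intensity of OMFP turnover product · Evaluation – percent inhibition versus substrate-only and uninhibited controls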
# STEP inh: inhibitors of human striatal-enriched phosphatase STEP. AID 588621. 360,000 compounds, 0.25% hits. P54829. recombinant STEP, OMFP fluorogenic substrate, fluorescence. inhibition, % at 20 µM;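 active = inhibition at 20 µM, scaled per plate between control wells, above about 37%, limit read from the data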;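 also: 0% = DMSO with enzyme and substrate and 100% = substrate only without enzyme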
# Target sequence (P54829 whole entry, looked up): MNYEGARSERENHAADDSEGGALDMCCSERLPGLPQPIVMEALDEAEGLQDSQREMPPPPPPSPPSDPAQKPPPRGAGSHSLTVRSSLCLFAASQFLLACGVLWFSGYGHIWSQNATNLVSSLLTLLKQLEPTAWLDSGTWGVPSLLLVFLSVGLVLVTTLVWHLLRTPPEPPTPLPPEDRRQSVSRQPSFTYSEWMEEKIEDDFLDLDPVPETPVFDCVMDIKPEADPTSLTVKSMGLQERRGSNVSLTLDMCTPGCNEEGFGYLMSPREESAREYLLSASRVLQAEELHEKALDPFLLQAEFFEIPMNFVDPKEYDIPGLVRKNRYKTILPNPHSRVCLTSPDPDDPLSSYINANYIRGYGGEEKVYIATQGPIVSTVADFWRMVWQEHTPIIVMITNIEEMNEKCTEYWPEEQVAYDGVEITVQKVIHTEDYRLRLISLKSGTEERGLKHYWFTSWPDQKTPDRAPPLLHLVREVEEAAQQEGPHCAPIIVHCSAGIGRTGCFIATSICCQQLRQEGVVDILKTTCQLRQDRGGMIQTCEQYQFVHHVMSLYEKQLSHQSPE
#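 material = STEP tyrosine phosphatase | reagent = fluorogenic phosphatase substrate OMFP at 25 µM final | doses = single compound dose of 20 µM, 1% DMSO final | schedule = 20 min reaction, room temperature, in the dark | measured by = fluorescence, 480/540 nm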
# Tb MetRS inh: blocks T. brucei methionyl-tRNA synthetase activity | purified T. brucei MetRS, ATP depletion, Kinase-Glo luminescence | inhibition, % at 11.9 µM | 360,000 compounds, 0.4% hits | AID 624268;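 active = inhibition above a per-plate cutoff of the control wells' mean inhibition plus 3 SD, cut at about 5.5% in these data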;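 also: 0% = DMSO wells median and 100% = median of wells with control inhibitor compound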
#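 Measured by: Kinase-Glo luciferase luminescence reporting remaining unconsumed ATP. Material: purified T. brucei MetRS enzyme. Doses: 11.9 µM compound single dose, 0.9% DMSO. Medium: HEPES buffer containing pyrophosphatase, BSA, spermine, DTT. Times: 15 min preincubation, 2 h reaction, all 25 °C. Reagent: methionine, ATP and bulk E. coli tRNA.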
# DNMT1 inh: inhibitors of human DNMT1; 360,000 compounds, 0.83% hits; inhibition (reported as % activation of signal), % at 10 µM; AID 588458; DNMT1 molecular beacon, Hinp1I cleavage, fluorescence; P26358; in the data active = inhibition above about 50%
# MsrA inhibitor: inhibits bovine methionine sulfoxide reductase A; purified bovine MsrA, absorbance read-out; inhibition, % at 15.5 µM; 360,000 compounds, 0.75% hits; AID 651718; in the data active = inhibition above about 4.5%;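 also: 0% = vehicle wells with enzyme and 100% = reference inhibitor wells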
# NRP1-CendR mod: alters CendR peptide binding to human NRP-1; FAM-RPARPAR peptide binding to NRP-1, fluorescence polarization; O14786; 360,000 compounds, 0.85% hits; AID 602438; inhibition, % at 25 µM;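 active = inhibition or corrected inhibition above about 18%, plus a signal ratio from 0.5 to 1.5, limit read from the data, passing the limit was not always enough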; also: strong numbers were not always called active
# eLon inh: E. coli protease La inhibition | P0A9M0 | inhibition, % at 7.94 µM | purified E. coli Lon protease, fluorescence polarization | 360,000 compounds, 0.42% hits; in the data active = inhibition above about 13%, passing the limit was not always enough;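 also: 0% = enzyme with probe and DMSO and 100% = no enzyme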
# * marks the source's active call; other numbers are inactive results; x = no result given.
cpd	MsrA act	SUMO1-SIM PPI	Scp-1 inhibitor	LMPTP inh	STEP inh	Compound	Tb MetRS inh	DNMT1 inh	MsrA inhibitor	NRP1-CendR mod	eLon inh
1	-6	1	3	-1.3	-1	CCc1ccc(C(=O)C(C)OC(=O)CN2C(=O)NC3(CCCC3)C2=O)cc1 (centres undefined)	-0.6	4	-1.0	-1	6
2	-2	12	x	0.4	x	COc1ccc(-c2c(Sc3ccccc3)c3cc(-c4ccc5c(c4)OCO5)ccc3n2C)cc1	-0.4	x	-0.5	-42	-71
3	-12	-3	0	-0.4	0	O=C(O)c1ccc(NC(=O)C2(c3ccccc3)CCOCC2)cc1	-0.9	-1	0.6	-4	-5
4	-4	35	-18	12	0	CCOC(=O)C1CCCN(c2nc3c(C)cccn3c(=O)c2/C=C(\C#N)C(=O)NCc2ccco2)C1 (centres undefined)	-0.5	4	0.3	10	-6
5	-2	6	3	-2.2	3	CCn1c(Cc2cccc3ccccc23)nnc1SCC(=O)Nc1nccs1	-0.6	-7	-0.2	2	-3
6	-1	-3	-4	-2.3	-2	CNc1ccccc1NC(=O)CCn1c(=S)oc2ccccc21	-0.3	0	2.4	3	1
7	0	-1	-1	-0.7	-2	CCOC(=O)N1CCN(C(=O)CCNS(=O)(=O)c2ccc(C)c(C)c2)CC1	-0.5	-1	0.1	3	-10
8	-4	7	19	1.2	9	CN(Cc1ccco1)C(=O)CCc1nc2sc3c(c2c(=O)[nH]1)CCCC3	-0.1	12	0.2	-18	-11
9	-1	0	-7	-1.1	-1	COCc1nnc(NC(=O)CCCOc2ccccc2)s1	-0.6	-2	1.2	14	-8
10	-5	2	-3	-2.6	-1	COc1cc(COCC(O)CN2CCN(Cc3ccc4c(c3)OCO4)CC2)cc(OC)c1OC (centres undefined)	-0.7	4	0.5	-17	-3
11	-2	-7	-6	-0.6	-1	Cc1ccc2c(Cl)c(C(=O)NCCCn3ccnc3)sc2c1	0.0	-3	0.6	6	-8
12	-10	-2	4	-1.2	-2	Cc1ccc(-c2c3c(nc4sc(C(N)=O)c(N)c24)CCC3)cc1	-1.7	-1	0.7	-1	-6
13	-3	-17	5	0.8	0	Cc1c2ccccc2cc(Cc2ccccc2)[n+]1C	-0.3	-3	0.7	10	-1
14	-2	-2	x	-0.3	0	CSc1ccccc1OCc1cc(C(=O)NCC(C)Oc2cccnc2)no1 (centres undefined)	0.7	-3	-0.6	-3	-6
15	-5	-13	-7	0.2	-1	N/C(=N\OC(=O)c1ccc2ccccc2c1)c1ccccn1	-0.5	-3	1.3	-7	2
16	-2	1	-3	-0.4	0	CCN(CC(=O)N1CCOCC1)S(=O)(=O)c1ccccc1	-0.7	1	-1.4	16	-3
17	-1	-2	-12	-0.6	0	Cc1cccc(/C=N/NC(=O)c2cc(Br)ccc2O)n1	0.8	2	0.1	0	-3
18	-4	-3	-3	2.0	0	O=C(O)c1cccc(-n2c(O)c(C=C3N=c4ccccc4=N3)sc2=S)c1	18*	-8	1.0	-59	-7
19	-1	-7	84*	-0.4	29	NN1C(=O)/C(=C2/Sc3ccccc3N2CCCS(=O)(=O)O)SC1=S	-0.1	30	0.1	-32	-13
20	-7	-15	-5	-0.5	4	COC(=O)c1ccc(C2/C(=C(/O)c3ccc(Cl)cc3)C(=O)C(=O)N2C2CCS(=O)(=O)C2)cc1 (centres undefined)	-0.7	0	-0.4	9	-6
21	-1	1	x	1.2	2	OC(c1ccc(CN2CCCCC2)cc1)c1ncc(-c2ccccc2F)[nH]1 (centres undefined)	-0.2	4	-0.3	6	3
22	-5	-1	2	0.3	2	Cc1ccc(Cn2cnc3c(cnn3C(C)(C)C)c2=O)cc1	0.0	0	-0.9	8	-2
23	-4	-3	-7	-1.4	1	O=C(NCc1ccc2c(c1)OCO2)C1CCN(c2nccc(C(F)(F)F)n2)CC1	0.7	4	-0.9	1	4
24	-4	-13	0	0.9	3	O=C(CN1c2cccc3cccc(c23)S1(=O)=O)NCCc1ccc(F)cc1	-0.1	-10	-0.6	-4	-8
25	0	8	-4	4.8	5	COc1ccc(/C=C2/SC(=O)N(CCCCCC(=O)Nc3ccccc3C(=O)O)C2=S)cc1	-0.2	1	0.9	-87	1
26	-2	1	-7	-0.6	-1	CCCOc1ccc(C(=O)Nc2c[nH]c(=O)[nH]c2=O)cc1	-1.0	0	-0.9	4	-14
27	-3	37	-8	-0.5	-3	CCOc1ccc(CCNC(=O)C2CCN(S(=O)(=O)N3CCCCC3)CC2)cc1OCC	-0.6	2	0.1	-3	1
28	-3	0	-10	0.7	-1	Cc1ccc(C)n1-c1ccc(C(=O)NN=C2CCCC2)cc1	-0.1	2	1.1	0	-10
29	0	5	-4	-0.8	-2	COc1cc(NC(=O)Cc2ccccc2OC)cc(OC)c1	0.2	0	1.0	3	-6
30	-2	-89	1	-10	-1	CCN(CC(=O)Nc1ccc2c(c1)OCCO2)C(=O)C1CC(=O)N(c2ccc(OC)cc2OC)C1 (centres undefined)	-0.6	-14	-0.6	-1	-2
31	-2	-24	-5	-2.3	0	CCc1nc(SCC(=O)c2cccc([N+](=O)[O-])c2)n[nH]1	-0.9	4	-1.0	-6	1
32	-4	4	-2	-0.6	-2	Cc1cc(C)c(C#N)c(Oc2ccc(O)cc2)n1	-0.2	-5	-0.4	10	-11
33	-1	-3	-3	4.6	3	CC1=CC(C)(C)N(C(=O)CSc2nnc(-c3ccccc3)o2)c2ccc(C)cc21	-0.1	-4	0.9	7	4
34	-3	-16	-1	-1.4	-1	COc1cc(/C=N/NC(=O)Cc2ccccc2)cc(OC)c1OC	-0.7	2	0.5	3	3
35	6	0	-16	5.2	0	COc1cc(NC(=O)c2c(-c3ccccc3Cl)noc2C)c2ncccc2c1	-0.5	-14	-1.0	0	-6
36	1	-3	-9	0.4	0	COc1cc2nc(C3CCC3)n(NC(=O)C3CCC3)c(=O)c2cc1OC	0.3	-3	0.2	0	6
37	-4	1	-4	-1.0	-3	O=C(CNS(=O)(=O)c1ccc(Br)s1)NCc1ccc2c(c1)OCO2	-0.4	-3	x	-1	4
38	-4	6	0	-1.2	0	CCCCn1c(N)c(N(Cc2ccccc2OC)C(=O)COc2ccc(C)cc2)c(=O)[nH]c1=O	0.0	7	0.1	-3	1
39	-6	-3	-3	1.3	-2	COCc1cccc(NC(=O)Cc2cccc3ccccc23)c1	-0.4	-2	1.0	19	2
40	-4	-3	-14	-0.8	5	CCOC(=O)CNC(=S)N(Cc1cccs1)C1CCCC1	-0.3	4	-0.6	-2	-7
41	0	7	-5	0.0	0	COc1ccc(-c2cc(C(=O)N3CCN(c4ccccc4OC)CC3)no2)cc1OC	2.8	-1	0.7	-5	0
42	37*	-36	-6	3.7	0	CN1CCc2cc3c(c4c2[C@H]1[C@H](O)c1ccccc1-4)OCO3	-0.1	70*	-0.2	47*	59*
43	-4	0	-4	-0.9	-2	COc1ccc(-c2noc(CN(C(=O)C(C)(C)C)C(C)C)n2)cc1	-0.4	0	0.8	5	-12
44	-3	0	-13	2.1	1	CC1C(=O)C(C)C(c2ccc(Cl)cc2)NC1c1ccc(Cl)cc1 (centres undefined)	-0.4	7	-1.0	13	5
45	-1	4	-2	3.7	-2	N#C/C(=C\Nc1ccccc1SC(F)(F)F)c1nc(-c2ccc(F)cc2)cs1	-0.4	-1	0.0	6	1
46	-1	-2	-10	-2.5	2	N#Cc1ccc(C(=O)Nc2nnc(-c3cccs3)o2)cc1	-0.1	0	3.3	-9	3
47	-2	0	0	-1.9	4	CC(C)[C@H](NC(=O)CCn1nnc2ccccc2c1=O)C(=O)O	0.2	0	0.3	6	0
48	-10	-4	-19	2.4	4	COCC(C)n1c(C)cc(C(=O)COC(=O)c2oc3ccccc3c2C)c1C (centres undefined)	-0.8	-2	-0.1	1	-2

# With a hit mark in NRP1-CendR mod, among the entries above:
cpd	MsrA act	SUMO1-SIM PPI	Scp-1 inhibitor	LMPTP inh	STEP inh	Compound	Tb MetRS inh	DNMT1 inh	MsrA inhibitor	NRP1-CendR mod	eLon inh
42	37*	-36	-6	3.7	0	CN1CCc2cc3c(c4c2[C@H]1[C@H](O)c1ccccc1-4)OCO3	-0.1	70*	-0.2	47*	59*

# Gathered by group, the entries above with an aryl methoxy group (11)
cpd	MsrA act	SUMO1-SIM PPI	Scp-1 inhibitor	LMPTP inh	STEP inh	Compound	Tb MetRS inh	DNMT1 inh	MsrA inhibitor	NRP1-CendR mod	eLon inh
2	-2	12	x	0.4	x	COc1ccc(-c2c(Sc3ccccc3)c3cc(-c4ccc5c(c4)OCO5)ccc3n2C)cc1	-0.4	x	-0.5	-42	-71
10	-5	2	-3	-2.6	-1	COc1cc(COCC(O)CN2CCN(Cc3ccc4c(c3)OCO4)CC2)cc(OC)c1OC (centres undefined)	-0.7	4	0.5	-17	-3
25	0	8	-4	4.8	5	COc1ccc(/C=C2/SC(=O)N(CCCCCC(=O)Nc3ccccc3C(=O)O)C2=S)cc1	-0.2	1	0.9	-87	1
29	0	5	-4	-0.8	-2	COc1cc(NC(=O)Cc2ccccc2OC)cc(OC)c1	0.2	0	1.0	3	-6
30	-2	-89	1	-10	-1	CCN(CC(=O)Nc1ccc2c(c1)OCCO2)C(=O)C1CC(=O)N(c2ccc(OC)cc2OC)C1 (centres undefined)	-0.6	-14	-0.6	-1	-2
34	-3	-16	-1	-1.4	-1	COc1cc(/C=N/NC(=O)Cc2ccccc2)cc(OC)c1OC	-0.7	2	0.5	3	3
35	6	0	-16	5.2	0	COc1cc(NC(=O)c2c(-c3ccccc3Cl)noc2C)c2ncccc2c1	-0.5	-14	-1.0	0	-6
36	1	-3	-9	0.4	0	COc1cc2nc(C3CCC3)n(NC(=O)C3CCC3)c(=O)c2cc1OC	0.3	-3	0.2	0	6
38	-4	6	0	-1.2	0	CCCCn1c(N)c(N(Cc2ccccc2OC)C(=O)COc2ccc(C)cc2)c(=O)[nH]c1=O	0.0	7	0.1	-3	1
41	0	7	-5	0.0	0	COc1ccc(-c2cc(C(=O)N3CCN(c4ccccc4OC)CC3)no2)cc1OC	2.8	-1	0.7	-5	0
43	-4	0	-4	-0.9	-2	COc1ccc(-c2noc(CN(C(=O)C(C)(C)C)C(C)C)n2)cc1	-0.4	0	0.8	5	-12
